# inhibitors of VEEV = inhibitors of VEEV TC-83 cytopathic effect, confirmation, Vero cells (AID 588727); Vero cells, VEEV TC-83 cytopathic effect inhibition; higher % means a stronger effect; inhibition, % at 20 µM; hits with a dose series show IC50 in µM; hit rate 0.13% among 350,000; in the data active = a potency from the dose series; inconclusive = inhibition mostly from about 14% at the one dose, without a potency; inactive = the rest, 99 in 100 with inhibition below about 12%; also: strong numbers were not always called active
# H37Rv inhibition = M. tuberculosis growth inhibition, HTS (AID 449762); M. tuberculosis H37Rv growth inhibition, 7H9 media; higher % means a stronger effect; inhibition, % at 25 µM, or IC50 in µM where a hit was titrated; hit rate 0.59% among 330,000; in the data active = a potency from the dose series; inconclusive = inhibition above about 70% without an active follow-up result;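 also: bacterial growth assessed after seven days of incubation; strong numbers were not always called active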
# influenza NS1A = H1N1 influenza NS1A inhibitors, functional cell based assay (AID 504329) | one-dose inhibition, % at 12.5 µM; IC50 in µM for titrated hits | hit rate 0.3% among 340,000 | NS1A functional cell-based assay, percent inhibition; higher % means a stronger effect; in the data active = a potency from the dose series; inconclusive = inhibition above about 27% without an active follow-up result; also: strong numbers were not always called active
# M. tuberculosis = growth inhibition of non-replicating M. tuberculosis (AID 488890). Mycobacterium tuberculosis non-replicating, growth inhibition; higher % means a stronger effect. inhibition, % at 25 µM, or IC50 in µM where a hit was titrated. hit rate 0.39% among 320,000; in the data active = a potency from the dose series; inconclusive = inhibition mostly from about 82% at the one dose, without a potency; inactive = the rest, 99 in 100 with inhibition below about 76%;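 also: plate controls were DMSO cells for no effect and high antibiotic wells for full effect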
# PhoP GFP inhibition = PhoP regulon inhibitors, Salmonella typhi PhoP promoter GFP reporter, confirmatory (AID 1850); inhibition, % at 50 µM; hits with a dose series show IC50 in µM; Salmonella Typhi PhoP-promoter GFP reporter, fluorescence, 4 h; higher % means a stronger effect; hit rate 0.33% among 310,000; in the data active = a potency from the dose series; inconclusive = inhibition mostly from about 25% at the one dose, without a potency; inactive = the rest, 99 in 100 with inhibition below about 19%;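 also: 0% = induced wells with vehicle and 100% = uninduced wells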
# inhibitors of VEEV 10K pilot screen = further read-out of inhibitors of VEEV, marked with its call; inhibition, %; measured here: 10K pilot screen inhibition
# Starred values were filed as active, the others as inactive; i = inactive; ? = inconclusive; · = not tested or not shown. Not a hit list (roughly 1.4% active in at least one column).
SMILES,inhibitors of VEEV,H37Rv inhibition,influenza NS1A,M. tuberculosis,PhoP GFP inhibition,others
COc1ccc(S(=O)(=O)Nc2ccc3c(c2)OCO3)cc1Cl,1.5%,-2%,10%,2%,3%,
CCOc1ccccc1CN1CCN(Cc2cn(C)nc2-c2ccccc2)CC1CCO (configuration not stated),0.8%,-6%,-3%,-1%,-1%,
CCOc1cccc(NC(=O)c2cnccc2C(F)(F)F)c1,i,11%,-18%,1%,2%,
CC(=O)Nc1ccc(NC(=O)CN(c2cccc([N+](=O)[O-])c2)S(C)(=O)=O)cc1,1.1%,2%,-9%,6%,-6%,
Cc1cccc(C(C(=O)NCc2ccc(F)cc2)N(C(=O)c2csnn2)C2CC2)c1 (configuration not stated),0.2%,-6%,-1%,5%,-8%,
CCCOc1ccc(C(=O)Nc2ccc(N3CCN(C(=O)c4ccco4)CC3)cc2)cc1,1.1%,5%,-2%,8%,-7%,
Cc1ccc2nc(-c3ccc(N)cc3)sc2c1,2.2%,7%,·,50%,-8%,
Cc1cccc(C)c1OCC(O)CNS(=O)(=O)c1ccccc1C(=O)N1CCCCC1 (configuration not stated),0.7%,-1%,-1%,7%,-3%,inhibitors of VEEV 10K pilot screen=6.5
COc1cc(OC)cc(C(=O)Nc2ccc(S(=O)(=O)Nc3cc(C)on3)cc2)c1,1.6%,5%,2%,70%,-2%,
COc1ccc(C2c3[nH]c4ccccc4c3CCN2Cc2cccn2-c2ncccn2)cc1C (configuration not stated),3.9%,25µM*,8%,73%,4%,
Cc1cc(C)n(C(=O)CCNC(=O)c2ccccc2Br)n1,i,-2%,3%,-2%,14%,
COc1cccc(C(=O)N=c2sc3cc(S(C)(=O)=O)ccc3n2C)c1,5.7%,16%,·,1%,-3%,
CCOCc1nnc(NC(=O)c2c(-c3ccccc3)noc2C)s1,2.2%,·,2%,·,·,
Cc1nnsc1-c1c(C(=O)Oc2ccccc2)c(C)nn1-c1ccccc1,9.5%,-2%,·,-1%,2%,
O=C(CN1CCOCC1)Nc1ccc([N+](=O)[O-])cc1,i,2%,19%,9%,-4%,
O=C(CCn1c(=O)sc2ccccc21)Nc1cccnc1,0.4%,-4%,-4%,-31%,3%,
COCCNC(=O)CN1C(=O)NC2(CCCCCC2)C1=O,0.6%,-3%,-10%,3%,-1%,
O=C(Nc1ccc2c(c1)nc1n2CCN(C2CCCCC2)C1)c1ccco1,0.6%,·,-1%,·,·,
O=C(COc1cccc2cccnc12)NNC(=S)Nc1ccccc1,·,13%,·,39%,1%,
CCCn1c(C(C)NC(=O)c2ccccc2)nc2ccccc21 (configuration not stated),i,·,1%,·,·,

# Part of the list above in order of length of the SMILES, highest first.
SMILES,inhibitors of VEEV,H37Rv inhibition,influenza NS1A,M. tuberculosis,PhoP GFP inhibition,others
CC(=O)Nc1ccc(NC(=O)CN(c2cccc([N+](=O)[O-])c2)S(C)(=O)=O)cc1,1.1%,2%,-9%,6%,-6%,
CCCOc1ccc(C(=O)Nc2ccc(N3CCN(C(=O)c4ccco4)CC3)cc2)cc1,1.1%,5%,-2%,8%,-7%,
CCOc1ccccc1CN1CCN(Cc2cn(C)nc2-c2ccccc2)CC1CCO (configuration not stated),0.8%,-6%,-3%,-1%,-1%,
O=C(Nc1ccc2c(c1)nc1n2CCN(C2CCCCC2)C1)c1ccco1,0.6%,·,-1%,·,·,
COc1ccc(S(=O)(=O)Nc2ccc3c(c2)OCO3)cc1Cl,1.5%,-2%,10%,2%,3%,
CCCn1c(C(C)NC(=O)c2ccccc2)nc2ccccc21 (configuration not stated),i,·,1%,·,·,
CCOc1cccc(NC(=O)c2cnccc2C(F)(F)F)c1,i,11%,-18%,1%,2%,

# Next part:
SMILES,inhibitors of VEEV,H37Rv inhibition,influenza NS1A,M. tuberculosis,PhoP GFP inhibition,others
Cc1nc(SCC(=O)O)c2oc3ccccc3c2n1,2.1%,-5%,-4%,-6%,0%,
CC(=O)Nc1ccc(-n2nnnc2SCC(=O)NCc2cccs2)cc1,2.9%,3%,-2%,2%,0%,
COc1ccc(CN2CCC(C(=O)c3cccc(Cl)c3)CC2)cc1,0.5%,4%,3%,16%,-6%,
Cc1ccc(-n2ncc3c(=O)n(-c4ccc(C)c(C)c4)c(C)nc32)cc1,i,-1%,3%,·,-14%,
CN(C)S(=O)(=O)c1cccc(NC(=O)CSc2ncnc3ccccc23)c1,0.9%,-3%,2%,30%,0%,
Cc1ccc(-c2nnc(CSc3nnc(COc4cccc5ccccc45)n3-c3ccccc3)o2)cc1,5.5%,9%,5%,-2%,2%,inhibitors of VEEV 10K pilot screen=2.0
CCCCSc1nc(N)c(C#N)c(-c2cccs2)c1C#N,i,·,-19%,·,-3%,
Nc1sccc1C(=O)c1ccccc1,·,-3%,·,?,-19%,
Cn1c2ccccc2c2cc(/C=N/NC(=O)c3ccc(O)cc3O)ccc21,11%,14%,-11%,?,6%,
Cc1cc(-c2ccccc2)n2ncnc2n1,2.8%,2%,-2%,-2%,-2%,
O=C(CN1CCOCC1)NCc1cc([N+](=O)[O-])ccc1O,1.0%,0%,0%,-9%,0%,
COC(=O)C1=C(C(=O)c2ccccc2)C(c2ccccc2)n2nnnc2N1 (configuration not stated),0.4%,-3%,4%,36%,-3%,
O=C(CCC(=O)N1CCOCC1)Nc1nnc(C2CCCCC2)s1,0.5%,-3%,-8%,-4%,-1%,
O=C1CN(S(=O)(=O)c2cc(Cl)ccc2Cl)CCN1,i,-4%,7%,-5%,2%,
CN1C(=O)C(CC(=O)NC2CCCCC2)SC1=Nc1ccccc1 (configuration not stated),2.1%,9%,-4%,18%,-8%,
CCN(CC)C(=O)C1CCC(CNS(=O)(=O)c2cccc3cccnc23)CC1 (configuration not stated),0.8%,-6%,-6%,14%,-19%,
CCOc1ccc2nc(NC(=O)C34CC5CC(CC(NC(C)=O)(C5)C3)C4)sc2c1,8.2%,18µM*,-1%,66%,-1%,
NC(=O)c1ncc(C(F)(F)F)cc1Oc1cccnc1,0.5%,-1%,6%,-8%,1%,
CCCCCC(=O)Cc1cc(O)cc2c1C(=O)Oc1cc(O)c(C(=O)O)c(CCCCC)c1O2,·,-5%,·,3%,2%,
O=C(COC(=O)c1ccc2c(c1)S(=O)(=O)c1ccccc1C2=O)NC1CC1,i,-5%,8%,9%,3%,
Cc1ccn2cc(C34CC5CC(CC(C5)C3)C4)nc2c1,4.9%,16%,2%,18%,8%,
CCN1C(=O)/C(=C2/Sc3ccccc3N2CC)S/C1=N\c1ncn[nH]1,8.5%,?,1%,39%,9%,
CCOC(=O)c1c(CSc2ccc(C)cc2)n(C)c2cc(Br)c(O)c(CN(C)C)c12,25%,?,10%,32%,-2%,
Cc1cc(C)cc(NC2=NCC(=O)N2Cc2ccccc2)c1,0.0%,-7%,5%,-9%,-3%,
COc1c2ccoc2c(OC)c2oc(=O)ccc12,8.2%,-3%,-2%,-18%,-4%,
COc1cc(S(=O)(=O)N2CCOCC2)c(OC)c(S(=O)(=O)N2CCOCC2)c1,1.6%,-2%,6%,15%,16%,
O=C(NCCCn1ccnc1)C(F)(F)C(F)(F)C(=O)NCCCn1ccnc1,0.5%,-3%,8%,-12%,-10%,
COc1ccccc1/C=C/C=N/n1c(-c2ccc(C)cc2)n[nH]c1=S,4.5%,1%,19%,9%,-20%,
Cc1ccc(NC(=O)CSc2nsc(SCC(=O)Nc3ccc(C)cc3C)c2C#N)c(C)c1,2.1%,6%,1%,31%,-1%,
CCOC(=O)Cc1csc(SCc2nc3sc4c(c3c(=O)[nH]2)CCC4)n1,2.7%,-5%,-19%,38%,3%,
COc1ccc(/C=N/NC(=O)c2nnn(-c3nonc3N)c2-c2cccc(OC)c2)cc1,5.2%,12%,-4%,22%,6%,
Cc1ccsc1C(=O)N1CCc2ccccc2C1,0.5%,-4%,2%,2%,-4%,
O=C(COC(=O)c1ccc[nH]c1=O)Nc1ccc(S(=O)(=O)N2CCCC2)cc1,5.5%,-9%,-8%,6%,-4%,
Cc1ccc(NC(=O)C2CCCN(C(=O)c3ccc(Cl)cc3)C2)cc1 (configuration not stated),i,6%,-3%,28%,4%,
COc1ccc(-c2nn(-c3ccccc3)cc2/C=N/NC(=O)c2cccc(S(=O)(=O)Nc3ccccc3OC)c2)cc1,2.6%,3%,-1%,-4%,4%,
O=C(Nc1nc2cc3c(cc2s1)OCO3)c1cccc(N2C(=O)CCC2=O)c1,1.1%,0%,10%,-14%,-11%,
CCNC(=O)COc1ccc(F)cc1C(=O)c1cnn(-c2ccccc2)c1,3.1%,1%,3%,42%,-12%,
CC1CCN(c2ccc(NC(=O)c3cccnc3Cl)cc2)CC1,0.1%,1%,-1%,-4%,6%,
CC(C)N(CCn1c(SCC(=O)Nc2cccnc2Cl)nc2ccccc2c1=O)C(C)C,i,-12%,-4%,-1%,·,
CNS(=O)(=O)c1ccc(NC(=O)c2cnn3c(C(F)F)cc(-c4ccccc4)nc23)cc1,12%,7%,1%,3%,4%,

# Five entries drawn at random from the list so far:
SMILES,inhibitors of VEEV,H37Rv inhibition,influenza NS1A,M. tuberculosis,PhoP GFP inhibition,others
CCNC(=O)COc1ccc(F)cc1C(=O)c1cnn(-c2ccccc2)c1,3.1%,1%,3%,42%,-12%,
CNS(=O)(=O)c1ccc(NC(=O)c2cnn3c(C(F)F)cc(-c4ccccc4)nc23)cc1,12%,7%,1%,3%,4%,
COc1cc(S(=O)(=O)N2CCOCC2)c(OC)c(S(=O)(=O)N2CCOCC2)c1,1.6%,-2%,6%,15%,16%,
O=C(NCCCn1ccnc1)C(F)(F)C(F)(F)C(=O)NCCCn1ccnc1,0.5%,-3%,8%,-12%,-10%,
CCN1C(=O)/C(=C2/Sc3ccccc3N2CC)S/C1=N\c1ncn[nH]1,8.5%,?,1%,39%,9%,

# (listing goes on)
SMILES,inhibitors of VEEV,H37Rv inhibition,influenza NS1A,M. tuberculosis,PhoP GFP inhibition,others
O=C1CCc2cc(NS(=O)(=O)c3cc(F)ccc3F)cc3c2N1CC3,2.1%,7%,-5%,2%,-2%,
Cc1cc(C)cc(NC(=O)C2CCCN(c3ncccn3)C2)c1 (configuration not stated),1.5%,-3%,-5%,·,0%,
Cc1nc2ccccc2n1CC(=O)NC1CCCCCC1,i,-1%,3%,4%,4%,
COc1ccc(NCc2ccccc2[N+](=O)[O-])cc1OC,5.4%,-4%,8%,46%,-11%,
COC(=O)[C@@]12CCCN1[C@H](c1ccc(-c3ccc(OC)cc3)cc1)[C@@H]1C(=O)N(C)C(=O)[C@@H]12,0.9%,8%,8%,17%,2%,inhibitors of VEEV 10K pilot screen=1.8
COc1ccc(Cn2nnnc2C(CC(C)C)N2CCC(C(N)=O)CC2)cc1 (configuration not stated),0.6%,-8%,3%,-4%,0%,
CC1CCCN(S(=O)(=O)c2ccc(S(=O)(=O)N3CCC4(CC3)OCCO4)cc2)C1 (configuration not stated),i,-10%,3%,-7%,1%,
Cc1cc(C)cc(OCC(=O)NN2C(=O)c3ccccc3C2=O)c1,i,2%,-14%,7%,-6%,
Cc1ccc(CNC(=O)CSc2nc3ccsc3c(=O)n2Cc2ccc(C(=O)O)cc2)cc1,1.3%,-2%,-1%,7%,-10%,
CCOc1ccccc1-c1c2cc(O)c(=O)cc-2oc2cc(O)c(O)cc12,0.5%,·,28µM*,·,·,
CN(CCC#N)C(=O)COC(=O)c1ccc(Cl)cc1O,1.5%,7%,-4%,16%,5%,
CN(CC(=O)Nc1cccc(F)c1)C(=O)CN1C(=O)NC2(CCCC2)C1=O,0.9%,2%,3%,·,·,
O=C(O)c1ccccc1/C=N/Nc1ccc(S(=O)(=O)N2CCCC2)cc1[N+](=O)[O-],1.3%,-2%,1%,-3%,10%,
Cc1cccc(NC2=C(Cl)C(=O)OC2OC(=O)c2ccco2)c1 (configuration not stated),0.7%,64%,-8%,27%,-6%,
CCOC(=O)CC1(NC(=O)C2CCC(=O)N(C3CC3)C2)CCCCC1 (configuration not stated),0.7%,6%,3%,0%,-4%,
O=C(c1ccccc1Cc1ccccc1)N1CCN(S(=O)(=O)c2ccccc2[N+](=O)[O-])CC1,1.8%,0%,-13%,32%,-2%,
O=C(NCCc1ccccc1)C1CCC(=O)N(Cc2ccc(Cl)cc2)C1 (configuration not stated),0.2%,2%,-6%,18%,-14%,
CC(C)(C)OC(=O)N1CCC(Cc2cc(-c3ccccc3)no2)(C(=O)O)CC1,2.8%,7%,-14%,18%,-8%,
Cc1ccccc1C(=O)Nc1cccc(C(=O)Nc2ccccc2C(=O)O)c1,2.1%,-4%,-11%,-7%,0%,
